PKM2 activator: qHTS Assay for Activators of Human Muscle isoform 2 Pyruvate Kinase; AID 1631, 2009; purified PKM2, Kinase-Glo ATP luminescence, activation; response scale: 0% is enzyme alone, no compound; Pyruvate kinase PKM (Homo sapiens), P14618; Potency, µM (highest dose often 57.5 µM), for inactives: at the top dose activation, actives largely listed as activators; 260,000 compounds, 0.34% hits; note: potency is the fitted concentration of half-maximal effect; % is set by controls: 0 for no effect and ±100 for the full control effect; nearly all actives have a fitted effect of over 55% in size
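hPK-M2, >95% pure; 0.1 mM ADP / 0.5 mM PEP final; imidazole pH7.2 buffer w/ 7 mM MgCl2, 50 mM KCl; 1 h RT; Kinase-Glo lum. Intermediate enzyme activity for dual inhibitor/activator qHTS.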
FLuc counter: qHTS profiling assay for firefly luciferase inhibitor/activator using purifed enzyme and Km concentrations of substrates (counterscreen for miR-21 project); Potency, µM (doses to about 57.5 µM), for inactives: at the top dose activity change, negative = inhibition, hits mostly inhibitors; 360,000 compounds, 6.9% hits; purified FLuc, Km substrates, luminescence inhibition; Luciferin 4-monooxygenase (Photinus pyralis), P08659;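 note: potency is the fitted concentration of half-maximal effect; plate controls were vehicle for no effect and reference inhibitor for full effect; nearly all actives have a fitted effect of over 55% in size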
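Purified P. pyralis luciferase, 10 nM final, with Km-level 10 uM D-luciferin and 10 uM ATP in 50 mM Tris acetate pH 7.5, 10 mM Mg acetate, 0.01% Tween-20, 0.05% BSA; 6-point qHTS titration about 60 µM downward; luminescence read.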
Rab9 prom act: qHTS Assay for Rab9 Promoter Activators; Huh7 Rab9 promoter-luciferase reporter, luminescence, 24 h; Potency, µM (series often up to 9.22 µM), without a hit: at the top dose activation, negative = inhibition, hits mostly activators; 320,000 compounds, 2.8% hits; note: potency is the fitted concentration of half-maximal effect; % of control where 0% means no effect; nearly all actives have a fitted effect of over 60% in size
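Quantitative HTS format; Huh7 Rab9-luciferase reporter cells (1500/well) receive compound 2 h post-plating, incubate 24 h at 37 °C, then get luciferase reagent for 10 min before luminescence reading.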
KCNH2 3.1 inh: qHTS for Inhibitors of KCHN2 3.1: Mutant qHTS | activity change, % (tested at about 1.8 µM) | U2OS KCNH2 3.1, thallium flux FluxOr; hits give low values | 340,000 compounds, 0.95% hits;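 active = maximum activity change below -70%; inconclusive = maximum activity change from -70% to -50%; inactive = maximum activity change above -50%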;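 note: thallium influx rate constant from kinetic fluorescence after stimulation buffer; % is set by controls: 0 for no effect and ±100 for the full control effect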
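Normalized rate constant (relative to positive and negative DMSO controls) derived from a 2 min kinetic fluorescence read after stimulation; U2OS cells expressing the 3.1 isoform via virus at 1.77 x 10^8 /mL.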
Mito fusion yeast: qHTS Assay for Small Molecule Inhibitors of Mitochondrial Division or Activators of Mitochondrial Fusion | Potency, µM (series often up to 46.1 µM), for the others: top-dose growth rescue (activation), hits mostly activators | S. cerevisiae fusion-defective mutant growth rescue, CellTiterGlo 48 h | 320,000 compounds, 0.23% hits;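 note: potency is the fitted concentration of half-maximal effect; % of control where 0% means no effect; nearly all actives have a fitted effect of over 45% in size; temperature-sensitive fusion mutants such as fzo1-1 at 37 °C on non-fermentable ethanol glycerol medium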
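Temperature-sensitive fusion-defective S. cerevisiae (e.g. fzo1-1, mgm1-5) were grown with compound in YPEG medium (3% ethanol, 3% glycerol) for 48 hours at 37C. Growth rescue was measured as viability by CellTiterGlo luminescence after 10 minutes at ambient.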
RORgamma inh: qHTS for inhibitors of ROR gamma transcriptional activity; Nuclear receptor ROR-gamma (Mus musculus), P51450; AID 2551, 2010; Potency, µM (titrated, usually from 53.6 µM), inactives show top-dose activity change, negative = inhibition, usual class: inhibitors; 310,000 compounds, 5.4% hits; Drosophila S2 Gal4-RORgamma UAS-luciferase reporter, 20 h; note: potency is the fitted concentration of half-maximal effect; % is set by controls: 0 for no effect and ±100 for the full control effect; nearly all actives have a fitted effect of over 60% in size
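Stably transfected Drosophila Schneider cells are the test system, with ROR gamma fused to Gal4 and luciferase under UAS control; luminescence is read after 20 hr of 700 uM copper sulfate induction at ambient temperature.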
Menin MLL FP TR: qHTS Assay for Inhibitors Targeting the Menin-MLL Interaction in MLL Related Leukemias: Competition With Texas Red Labeled MLL-derived Mutant Peptide | AID 1768, 2009 | Menin + Texas Red MLL mutant peptide, fluorescence polarization | O00255 | 270,000 compounds, 0.23% hits | Potency, µM (highest dose often 61.6 µM), without a hit: at the highest dose FP activity change, negative = inhibition, usual class: inhibitors; active = well fitted inhibition curve with a large enough effect in the polarisation, with a control signal flat, not every such curve was filed as active; inconclusive = small, poorly fitted or top-dose-only effect, or effect the other way, or a change in a side signal; inactive = no such curve, though single readings can be large or run the other way; the % refers to the polarisation; note: potency is the fitted concentration of half-maximal effect; % of control where 0% means no effect; many of its hits are not listed in these tables
Target sequence (O00255 whole entry, looked up): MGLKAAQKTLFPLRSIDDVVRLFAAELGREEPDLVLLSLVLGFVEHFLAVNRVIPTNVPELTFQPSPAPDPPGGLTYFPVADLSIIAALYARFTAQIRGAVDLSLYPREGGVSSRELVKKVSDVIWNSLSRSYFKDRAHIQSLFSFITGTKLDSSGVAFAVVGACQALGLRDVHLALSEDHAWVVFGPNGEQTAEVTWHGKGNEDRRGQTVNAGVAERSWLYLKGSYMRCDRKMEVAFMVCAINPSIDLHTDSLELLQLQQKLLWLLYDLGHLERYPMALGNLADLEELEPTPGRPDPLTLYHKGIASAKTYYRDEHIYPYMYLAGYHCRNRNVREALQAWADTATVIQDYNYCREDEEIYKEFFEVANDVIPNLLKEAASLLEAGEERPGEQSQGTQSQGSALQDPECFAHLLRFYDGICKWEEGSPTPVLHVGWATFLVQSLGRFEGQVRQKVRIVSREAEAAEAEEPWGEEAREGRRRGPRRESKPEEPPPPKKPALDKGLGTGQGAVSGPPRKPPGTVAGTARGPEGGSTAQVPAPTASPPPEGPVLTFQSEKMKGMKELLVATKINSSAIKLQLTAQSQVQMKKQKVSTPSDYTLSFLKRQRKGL
ELG1 DNA repair: qHTS screen for small molecules that inhibit ELG1-dependent DNA repair in human embryonic kidney (HEK293T) cells expressing luciferase-tagged ELG1 | HEK293T ELG1-luciferase reporter, luminescence, 16 h; DNA damage induced by 5-fluorouridine | Potency, µM (top dose mostly 46.1 µM), inactives show at the highest dose activity change, negative = inhibition, actives largely listed as inhibitors | 330,000 compounds, 2.3% hits; note: potency is the fitted concentration of half-maximal effect; % is set by controls: 0 for no effect and ±100 for the full control effect; nearly all actives have a fitted effect of over 55% in size
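DMSO vehicle served as the neutral condition. Each well held 2,000 cells given 5-fluorouridine plus compound; after 16 hr at 37 °C/5% CO2, ONE-Glo was added and luciferase measured 30 min later.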
NPC1 promoter act: qHTS Assay for NPC1 Promoter Activators; AID 485313, 2010; Huh7 NPC1 promoter luciferase reporter, 24 h; Potency, µM (series often up to 9.22 µM), for the others: top-dose activation, hits mostly activators; 320,000 compounds, 2.4% hits;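 note: potency is the fitted concentration of half-maximal effect; % of control where 0% means no effect; nearly all actives have a fitted effect of over 60% in size; reporter is driven by a mutant NPC1 promoter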
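Cells: Huh7 expressing luciferase under the NPC1 promoter, 1500/well. Seeded 2 h, compound added, incubated 24 h at 37 °C. Luciferase reagent, 10 min ambient, then luminescence.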
MBNL1-CUG inh: qHTS Assay for Inhibitors of MBNL1-poly(CUG) RNA binding; TR-FRET MBNL1-His/biotin-(CUG)12 binding, 665/545 ratio; Muscleblind-like protein 1 (Homo sapiens), Q9NR56; 280,000 compounds, 0.036% hits; Potency, µM (series often up to 57.5 µM), for inactives: at the highest dose activity change, negative = inhibition, usual class: inhibitors; AID 2675, 2010; active = well fitted inhibition curve with a large enough effect in the signal ratio, with a control signal flat, not every such curve was filed as active; inconclusive = small, poorly fitted or top-dose-only effect, or effect the other way, or a change in a side signal; inactive = no such curve, though single readings can be large or run the other way; the % refers to the signal ratio; note: potency is the fitted concentration of half-maximal effect; % is set by controls: 0 for no effect and ±100 for the full control effect
Target sequence (Q9NR56 whole entry, looked up): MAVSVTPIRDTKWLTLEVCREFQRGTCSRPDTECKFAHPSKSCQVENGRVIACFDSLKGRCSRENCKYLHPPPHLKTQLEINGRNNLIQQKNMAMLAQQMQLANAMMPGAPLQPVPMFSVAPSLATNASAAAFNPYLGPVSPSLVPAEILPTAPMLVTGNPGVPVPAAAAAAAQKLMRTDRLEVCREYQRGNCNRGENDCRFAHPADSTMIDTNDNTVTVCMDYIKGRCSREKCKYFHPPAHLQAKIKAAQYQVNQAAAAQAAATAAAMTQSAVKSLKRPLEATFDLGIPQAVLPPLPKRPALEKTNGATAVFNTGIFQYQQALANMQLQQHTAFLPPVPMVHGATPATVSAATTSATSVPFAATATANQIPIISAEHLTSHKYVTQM
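MBNL1-His + Biotin-(CUG)12, cpd titration 92 nM–58 uM; Tb anti-His Ab 0.055 ng/ul, SA-XL665 5 nM (final); 60 min RT; ratiometric 665/545 nm, Ex 340 nm; normalized to buffer and full-complex controls.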
VP16 counter: VP16 counterscreen qHTS for inhibitors of ROR gamma transcriptional activity | Drosophila S2 Gal4-VP16 UAS-luciferase, luminescence, 20 h | Potency, µM (highest dose often 53.6 µM), for the others: at the highest dose activity, negative = inhibition, hits mostly inhibitors | 310,000 compounds, 3.5% hits;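 note: Gal4-VP16 expression switched on by copper sulfate through the metallothionein promoter; potency is the fitted concentration of half-maximal effect; % is set by controls: 0 for no effect and ±100 for the full control effect; nearly all actives have a fitted effect of over 50% in size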
* = called active by the depositor; ? = inconclusive; . = no result given; [ ] = remark or other dose. Unless noted, calls come from the whole dose curve; as a rule, active = well fitted curve in the direction sought with a large enough effect; inconclusive = small, poorly fitted or top-dose-only effect, or another doubt; inactive = no such curve, though single readings can be large; an effect the other way counts as inactive or inconclusive. These rows are one share of the data; rates above refer to the full screens.

Compound	PKM2 activator	FLuc counter	Rab9 prom act	KCNH2 3.1 inh	Mito fusion yeast	RORgamma inh	Menin MLL FP TR	ELG1 DNA repair	NPC1 promoter act	MBNL1-CUG inh	VP16 counter
Cc1c(NC(=O)CN2C(=O)NC3(CCC(C)CC3)C2=O)c(=O)n(-c2ccccc2)n1C (stereo unspecified)	0%	0%	3%	3	-2%	3%	4%	15%	-2%	-2%	3%
CCOC(=O)N1CCN(S(=O)(=O)c2ccc(OC)c(Br)c2)CC1	0%	1%	2%	1	-2%	21%	5%	?	4%	0%	0%
COc1ccccc1CSc1nc2ccccc2[nH]1	-4%	13µM*	24%	-16	3%	22%	15%	?	29%	-8%	1%[0.365 µM]
CC1(C)Cc2c(c(-c3ccco3)nc3sc4c(NCCCO)ncnc4c23)CO1	?	-12%	-11%	-9	7%	-9%	.	13µM*	-2%	12%	-4%
CCOC(=O)C1CCN(C(=O)CCc2nnc3ccc(N4CCC(C)CC4)nn23)CC1	.	0%	1%	-2	2%	-11%	-11%	-7%	-4%	-3%	-3%
CCOC(=O)N1CCC(N(CCOC)C(=O)Nc2ccc(Cl)c(Cl)c2)CC1	1%	-1%	-4%	-3	18%	44%	?	?	-3%	-5%	-1%
Cc1ccc(C)c(Nc2ncccc2C(=O)NCc2cccs2)c1	-4%	5%	-2%	-8	?	41%	?	?	-3%	.	-7%
CSc1oc(-c2cccs2)nc1S(=O)(=O)c1ccccc1	1%	-8%	-1%	11	0%	-19%	.	9%	-1%	38%[activator]	-9%
CCn1c(NC(=O)c2cccs2)c(-c2cccs2)c(=O)c2ccccc21	0%	1%	-3%	-11	3%	0%	-6%	?	15%	-8%	-3%
CCc1ccc(CNC(=O)c2ccc(OC3CCN(C(C)=O)CC3)c(OC)c2)nc1	1%	0%	-2%	-16	1%	19%	.	-17%	-3%	0%	-10%
Cc1cc2nnc(SC(C)C#N)n2c2ccccc12 (stereo unspecified)	-18%	-2%	-4%	-12	4%	?	-11%	11%	0%	-1%	?
Cc1ccc(S(=O)(=O)NCC(=O)N(CC(=O)NC(C)(C)C)Cc2cccs2)cc1	-12%	1%	-5%	1	1%	-35%	-1%	?	3%	-11%	-12%
COc1ccc2nc(N3CCCC3)[nH]c2c1	0%	-8%	0%	-9	0%	35%	6%	?	-4%	7%	3%
COc1ccc(S(=O)(=O)N2CCN(C(=O)C3CCCO3)CC2)cc1 (stereo unspecified)	?	5%	-5%	-4	0%	21%	.	-6%	7%	0%	-7%
COc1ccccc1C(=O)NNC(=O)c1cccc(O)c1	-7%	12µM*	?	-16	-4%	?	16%	?	?	-2%	?
COc1ccc(N(CC(=O)N/N=C/c2ccc(C(=O)O)cc2)S(=O)(=O)c2ccc(NC(C)=O)cc2)cc1	.	0%	-1%	-10	-12%	3%	-15%	4%	-2%	11%	1%
O=C(NC1CCCCC1)N1CCN(C(=O)c2ccco2)CC1	7%	7%	1%	1	-2%	0%	-1%	0%	-4%	-2%	5%
CC1CN(Cc2nc3c(c(=O)[nH]c(=O)n3C)n2CCCc2ccccc2)CC(C)O1 (stereo unspecified)	-2%	1%	0%	15	-4%	-33%	-1%	-12%	-6%	1%	2%
COc1cc(NC(=O)CSc2nc(=O)n(CCN3CCOCC3)c3c2CCCC3)cc(OC)c1	.	0%	2%	2	-2%	.	.	-11%	0%	.	.
CCOC(=O)c1ccc(NC(=O)c2n[nH]c(=O)c3ccccc23)cc1	-7%	-14%	?	-17	2%	10%	30%	?	26%	3%	-7%
CC(C)CN(C(=O)C(C)N1C(=O)c2ccccc2C1=O)c1c(N)n(Cc2ccccc2)c(=O)[nH]c1=O (stereo unspecified)	.	-1%	1%	11	-1%	.	.	1%	-7%	.	.
CCN(CC)C(=O)c1cc2c(=O)c3cc(Cl)ccc3oc2nc1C	3%	?	1%[1.84 µM]	2	-3%	-4%	-10%	0%	0%	7%	-3%[10 µM]
O=C(Nc1ccc2ccccc2c1)c1cccc(F)c1	1%	2.1µM*	0.71µM*	-5	-2%	1%	-26%	?	1.3µM*	12%	4%
COCCNc1nnc(SCC(=O)NC(=O)c2ccc(Cl)cc2)s1	.	0%	0%	1	-3%	.	.	-2%	-1%	.	.
O=C(NNc1ccc(F)cc1)c1c(F)cccc1Cl	-3%	-1%	-3%	7	-2%	7%	.	13%	-3%	.	1%
COc1ccc(N2CCN(c3nc(=S)n(-c4ccccc4)c(C)c3C(C)=O)CC2)cc1	-4%	0%	-1%	38	-15%	?	-18%	-4%	0%	8%	3%
CCOC(=O)c1cccc(NC(=O)CSc2nnc(COc3ccccc3)n2CC)c1	-1%	-2%	2%	7	4%	-5%	-7%	-4%	-4%	-2%	-1%
COc1ccc(Br)cc1/C=N/NC(=O)Cn1nnnc1N	0%	6%	6%	-2	1%	-11%	.	-2%	-4%	.	5%
Nc1nc(CN2CCN(c3ccccc3F)CC2)nc(N2CCCc3ccccc32)n1	3%	-4%	1%	.	6%	11µM*	?	-20%	-1%	-4%	?
Cc1cccc(N2C(=O)C(Oc3ccc(Cl)cc3Cl)C2C=O)c1C (stereo unspecified)	-2%	4%	0%	2	7%	-3%[10 µM]	11%	6%	-8%	.	?
CC(=O)Nc1ccc(S(=O)(=O)N2CCC(C(=O)NCCc3ccc(Cl)cc3)CC2)cc1	.	-1%	-3%	19	9%	30%	?	1%	2%	-6%	-1%
C=CCN1C(=O)C(CC(=O)Nc2ccc(OC)cc2)N(Cc2ccco2)C1=S (stereo unspecified)	?	-2%	-3%	-10	2%	32%	26%	-9%	-5%	-1%	-8%
COc1ccc(CNC(=O)CCCC(=O)n2nc(C)c3ccccc32)cc1	1%	-4%	-5%	8	-1%	-4%	-12%	4%	1%	-4%	-6%
CCCCn1c(N)c(N(CCOC)C(=O)C2CC(=O)N(Cc3ccc(C)cc3)C2)c(=O)[nH]c1=O (stereo unspecified)	.	4%	-9%	0	-2%	.	.	24%	0%	.	.
O=C(O)c1cccc(NC(=O)c2cc(S(=O)(=O)N3CCOCC3)cs2)c1	-6%	-4%	-3%	6	7%	0%	-7%	1%	-4%	2%	1%
Cc1cc(C(=O)NC(C)Cc2ccccc2)cc(C)c1[N+](=O)[O-] (stereo unspecified)	0%	2%	13%	-6	12%	32%	-2%	3%	-7%	-8%	-6%
COc1ccccc1N1CCN(CCC(=O)Nc2ccc(F)cc2)CC1	-2%	-2%	-8%	2	0%	1%	1%	15%	-1%	-4%	-4%
COc1cccc(NC(=S)N2c3ccccc3CC2C)c1 (stereo unspecified)	1%	-7%	-3%	-39	-8%	22µM*	3%	-2%	-1%	1%	?
CCN(CC)c1ccc(/C=C(/C#N)C(=O)NC(C)C)o1	5%	?	27%	-16	3%	24%	-17%	?	8%	?	-8%

Screens (PubChem BioAssay)
